Screens deposited in PubChem BioAssay by several laboratories.
LYP act: LYP phosphatase activators, primary screen, biochemical, DiFMUP fluorescence, 2 µM; Tyrosine-protein phosphatase non-receptor type 22 (Homo sapiens), Q9Y2R2; recombinant LYP; 0 = plate median, 100 = signal doubled; activation, % at 2 µM; 96,000 tested, 0.11% active; AID 697, 2007;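 active = activation at 2 µM above a set limit, the mean plus 5 SD, cut at about 37% in these data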
HIV Rev-RRE inh: HIV-1 Rev-RRE binding inhibitors, primary screen, biochemical, FRET, protein-RNA interaction; P05866; 97,000 tested, 0.79% active; AID 704, 2007; inhibition, % at 8 µM; Rev peptide-RRE RNA binding;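 active = inhibition above the screen-wide mean plus 3 SD, cut at about 35% in these data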;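 note: 0% = median DMSO wells and 100% = median Neomycin B control wells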
Target sequence (P05866 whole entry, looked up): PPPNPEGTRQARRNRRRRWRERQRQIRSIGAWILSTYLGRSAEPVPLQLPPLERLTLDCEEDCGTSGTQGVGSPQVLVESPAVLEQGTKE
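Assay system: Rev peptide and RRE RNA, both fluorescently labelled; times: 5 min preincubation and 15 min binding, 25 °C; detection: FRET, ex 480 nm, em 540 and 671 nm; read-out basis: % inhibition from 671/540 nm acceptor-to-donor ratio, scaled between controls; benchmarks: DMSO low control, neomycin B high control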
PTPN22 inh 2: PTPN22 phosphatase inhibitors, primary screen, biochemical, DiFMUP fluorescence, 2 µM; Tyrosine-protein phosphatase non-receptor type 22 (Homo sapiens), Q9Y2R2; recombinant LYP catalytic domain; inhibition, % at 2 µM; AID 640, 2007; 96,000 tested, 0.21% active;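 active = inhibition at 2 µM at or above a set limit, the screen mean plus 3 SD, cut at about 24% in these data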;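 note: 0% = DMSO with enzyme and 100% = enzyme fully blocked by orthovanadate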
CYP2C9 act: human CYP2C9 activators, primary screen, biochemical, luminescence. recombinant CYP2C9, luciferin-H conversion; stronger effect = higher value; factor 1 = untreated enzyme, 0 = blocked. Cytochrome P450 2C9 (Homo sapiens), P11712. activation factor at 5 µM. 96,000 tested, 1.4% active;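 active = activation factor of 2 or more for CYP2C9 at a 5 µM dose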;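 note: 0 = sulfaphenazole-blocked wells and 1 = vehicle-only wells; values of inactives mirror those of a sister screen read the other way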
PLK1 kinase inh: human PLK1 kinase inhibitors, primary screen, biochemical, TR-FRET. Serine/threonine-protein kinase PLK1 (Homo sapiens), P53350. recombinant PLK1 kinase, TR-FRET peptide phosphorylation. inhibition, % at 10 µM. 97,000 tested, 0.53% active. AID 619, 2007;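 active = inhibition of 50% or more in the single-concentration screen; inactive = inhibition below 50%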;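 note: 0% = DMSO max control and 100% = H-89 dihydrochloride min control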
PLK1 PBD inh: Plk1 polo box domain binding inhibitors, primary screen, biochemical, fluorescence polarization; Serine/threonine-protein kinase PLK1 (Homo sapiens), P53350; inhibition, %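 (tested at about 20 µM)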; 97,000 tested, 0.13% active; Plk1 PBD phosphopeptide binding; AID 693, 2007; in the data active = inhibition above about 34%, passing the limit was not always enough
CYP2C9 inh: blockers of cytochrome P450 2C9 activity – biochemical, luminescence, ADME assay, primary screen; inhibition, % at 5 µM; AID 777, 2007; 96,000 tested, 20% active; CYP2C9 Supersomes, luciferin-H conversion;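 active = blocking of liver enzyme CYP2C9 beyond about 50% at 5 µM, limit read from the data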; note: values of inactives mirror those of a sister screen read the other way
EphB4 ephrin blk: EphB4-ephrin-B2 interaction antagonists, primary screen, biochemical, TNYL-RAW peptide probe, fluorescence polarization. 97,000 tested, 0.15% active. AID 720, 2007. EphB4 LBD / TNYL-RAW-Alexa532 peptide. inhibition, % at 7 µM;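 active = inhibition above the screen-wide mean inhibition plus 3 SD, cut at about 15% in these data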;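 note: 0% = DMSO wells and 100% = excess unlabeled TNYL-RAW peptide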
Target sequence (P54760 whole entry, looked up, the tested form may be a part): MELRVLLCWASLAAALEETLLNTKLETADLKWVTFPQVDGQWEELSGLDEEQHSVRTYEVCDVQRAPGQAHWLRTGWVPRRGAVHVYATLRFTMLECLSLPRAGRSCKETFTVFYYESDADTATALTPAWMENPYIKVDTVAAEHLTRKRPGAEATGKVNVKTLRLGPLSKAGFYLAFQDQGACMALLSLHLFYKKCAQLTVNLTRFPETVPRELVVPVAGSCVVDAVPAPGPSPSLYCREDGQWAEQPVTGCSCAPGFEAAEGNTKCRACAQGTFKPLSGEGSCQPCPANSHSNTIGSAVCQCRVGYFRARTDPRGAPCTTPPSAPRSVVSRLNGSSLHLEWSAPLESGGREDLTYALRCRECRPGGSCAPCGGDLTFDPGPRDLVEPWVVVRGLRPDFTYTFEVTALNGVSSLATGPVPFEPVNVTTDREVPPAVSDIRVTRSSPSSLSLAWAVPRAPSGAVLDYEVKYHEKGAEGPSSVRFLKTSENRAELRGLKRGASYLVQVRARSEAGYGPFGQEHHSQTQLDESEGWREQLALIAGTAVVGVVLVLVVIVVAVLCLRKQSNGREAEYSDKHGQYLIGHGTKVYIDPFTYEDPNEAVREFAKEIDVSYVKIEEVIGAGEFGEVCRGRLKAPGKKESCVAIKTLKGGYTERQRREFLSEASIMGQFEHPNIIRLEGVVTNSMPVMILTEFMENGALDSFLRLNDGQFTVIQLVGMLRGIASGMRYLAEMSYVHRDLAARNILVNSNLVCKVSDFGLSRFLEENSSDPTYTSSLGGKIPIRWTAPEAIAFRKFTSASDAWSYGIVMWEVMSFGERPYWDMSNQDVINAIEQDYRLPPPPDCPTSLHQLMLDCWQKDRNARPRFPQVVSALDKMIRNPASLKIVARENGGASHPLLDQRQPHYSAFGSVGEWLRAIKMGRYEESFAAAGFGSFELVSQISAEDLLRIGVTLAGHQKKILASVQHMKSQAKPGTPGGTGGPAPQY
Calb biofilm kill: clotrimazole potentiators killing Candida biofilms, primary screen, with clotrimazole, Alamar Blue; inhibition, % at 6 µM; C. albicans biofilm + clotrimazole; 85,000 tested, 0.14% active;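 active = inhibition above 20%; inactive = inhibition below 20%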;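 note: preformed 24 hr biofilms exposed to compound for 48 hr; 0% = biofilm without compound and 100% = blank killed by clotrimazole plus chlorhexidine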
The depositor's hits bear a star; nt = not tested or not shown; [ ] = another dose, or the depositor's remark. Outcome played no part in choosing rows; overall some 20% were active at least once.

SMILES	LYP act	HIV Rev-RRE inh	PTPN22 inh 2	CYP2C9 act	PLK1 kinase inh	PLK1 PBD inh	CYP2C9 inh	EphB4 ephrin blk	Calb biofilm kill
N#CCSc1nnc(N)s1	2	2	-2	1.1	0	5	-5	1	6
O=C(Nc1ccccc1C(=O)Nc1ccc2c(c1)OCO2)c1cccs1	-7	10	10	0.5	-12	-9	46	8	nt
O=C(O)c1cccc(S(=O)(=O)N2Cc3ccccc3C2)c1	7	7	-6	nt	-7	20	nt	4	2
O=C1CN(c2ccccc2Cl)C(=O)CN1c1ccccc1Cl	-10	1	8	1	-11	-16	-1	0	5
CCn1c(SCC(=O)Nc2ccccc2)nnc1C1CCCCC1	-7	2	7	nt	-3	-20	nt	-3	-2
COc1ccc(CCNC(=O)c2nnn(CC(=O)Nc3ccccc3)c2N)cc1OC	0	6	-2	1	-7	18	4	-3	-1
N#CCCN(C(=O)Nc1ccc(Cl)cc1)c1ccccc1	-9	6	10	1.1	-13	-8	-10	4	3
COc1ccc(C(=O)NCCCn2ccnc2)cc1	5	0	-4	0.7	3	-24	28	-2	-2
CCn1c(CNc2cccc(Cl)c2)nnc1SCC(=O)OC1CCCCC1	10	5	-12	0.3	-2	3	74*	4	8
CC1CCN(S(=O)(=O)c2cccc(C(=O)Nc3nccs3)c2)CC1	7	13	-10	0.9	-8	-10	14	-9	0
CCOC(=O)Cc1nnc(NC(=O)C(CC)Sc2nc(C)cc(C)n2)s1 (stereo not drawn)	-3	5	1	0.6	-5	-25	43	2	11
Cc1ccc(S(=O)(=O)NCc2nc3ccccc3c(=O)n2N)cc1	-3	2	3	1.1	-10	5	-7	-2	3
Cc1ccc2cc(C#N)c(N3CCCN(S(=O)(=O)c4ccccc4)CC3)nc2c1C	-10	32	11	nt	-22	8	nt	1	3
COc1ccc(C(=O)CSc2nnnn2Cc2ccccc2)cc1	13	4	-14	0.6	-10	-36	37	6	4
Cc1ccc(S(=O)(=O)N2CCOCC2)cc1C(=O)NCc1ccco1	-11	9	10	1	-13	-24	1	10	4
O=C(CCCN1C(=O)c2ccccc2C1=O)NCc1ccco1	-4	3	5	nt	-11	31	nt	3	2
Cc1ccc(/C(O)=C2\C(=O)C(=O)N(c3cc(C)on3)C2c2cccc(Cl)c2)cc1 (stereo not drawn)	8	-4	-11	0.6	-41	8	39	-5	nt
COc1cc(/C=C/C(=O)Nc2cc(C(F)(F)F)ccc2Cl)cc(OC)c1OC	12	2	-7	0.9	-18	1	7	3	nt
Cc1cc(=O)[nH]c(SCC(=O)c2c(N)n(C)c(=O)n(C)c2=O)n1	-7	10	8	1.1	-8	-20	-7	3	nt
CCOC(=O)CSC1=C(C#N)C(c2ccco2)C(C(=O)OCc2ccccc2)=C(C)N1 (stereo not drawn)	1	12	0	0	-7	-11	96*	1	3
CSc1ccccc1-c1nnc(-c2ccc(Cl)cc2Cl)o1	-15	-1	18	1.3	-9	13	-31	-9	nt
CC(C)CCn1c(SCC(=O)N2CC(=O)Nc3ccccc32)nc2scc(-c3cccs3)c2c1=O	-2	7	-1	1	-17	-18	0	-4	3
Cn1c(SCc2nc(-c3ccccc3)no2)nnc1-c1ccco1	3	-3	0	0.9	-2	17	14	-5	11
C/C=C/c1c(F)c(F)c(Oc2ccc(C(=O)O)cc2)c(F)c1F	-2	8	4	0.2	-45	13	81*	5	-4
C=CCn1c(=N)c(C(=O)NCCCOC)cc2c(=O)n3ccccc3nc21	6	2	-6	1	-1	-3	2	-6	nt
Fc1ccc(-n2c(Cc3ccccc3)nnc2SCc2nc(-c3cccs3)no2)cc1	-3	4	-1	0.3	-9	-17	74*	-4	8
CCCc1nc2ccccc2c(C(=O)OCC(=O)Nc2ccc(S(=O)(=O)N3CCOCC3)cc2)c1CC	7	1	-5	0.2	-2	18	76*	-4	3
c1ccc(-c2nc(CSc3n[nH]c(-c4cccs4)n3)cs2)cc1	-1	8	-3	0.7	0	4	33	4	-5
COC(=O)c1cc(-c2c[nH]c3ccccc23)n[nH]1	4	0	-2	0.2	-7	-2	84*	1	8
O=C(Nc1cccc(Cl)c1)C1CCCN(S(=O)(=O)c2ccc(F)cc2)C1 (stereo not drawn)	13	13	-12	0.9	-3	-15	13	4	1

Rewritten with two lines to a compound: part of the list above.
Every second line gives: LYP act, HIV Rev-RRE inh, PTPN22 inh 2, CYP2C9 act, PLK1 kinase inh, PLK1 PBD inh, CYP2C9 inh, EphB4 ephrin blk, Calb biofilm kill
- C=CCn1c(=N)c(C(=O)NCCCOC)cc2c(=O)n3ccccc3nc21
 : 6, 2, -6, 1, -1, -3, 2, -6, nt
- Fc1ccc(-n2c(Cc3ccccc3)nnc2SCc2nc(-c3cccs3)no2)cc1
 : -3, 4, -1, 0.3, -9, -17, 74*, -4, 8

An excerpt from above, limited to Calb biofilm kill, PLK1 kinase inh and CYP2C9 inh:
| Molecule | Calb biofilm kill | PLK1 kinase inh | CYP2C9 inh |
| --- | --- | --- | --- |
| Cc1ccc(S(=O)(=O)N2CCOCC2)cc1C(=O)NCc1ccco1 | 4 | -13 | 1 |
| CCn1c(SCC(=O)Nc2ccccc2)nnc1C1CCCCC1 | -2 | -3 | nt |
| COc1ccc(CCNC(=O)c2nnn(CC(=O)Nc3ccccc3)c2N)cc1OC | -1 | -7 | 4 |
| O=C(Nc1cccc(Cl)c1)C1CCCN(S(=O)(=O)c2ccc(F)cc2)C1 (stereo not drawn) | 1 | -3 | 13 |
| O=C(CCCN1C(=O)c2ccccc2C1=O)NCc1ccco1 | 2 | -11 | nt |
| COc1cc(/C=C/C(=O)Nc2cc(C(F)(F)F)ccc2Cl)cc(OC)c1OC | nt | -18 | 7 |
| COc1ccc(C(=O)NCCCn2ccnc2)cc1 | -2 | 3 | 28 |

Remaining list, next part.
SMILES	LYP act	HIV Rev-RRE inh	PTPN22 inh 2	CYP2C9 act	PLK1 kinase inh	PLK1 PBD inh	CYP2C9 inh	EphB4 ephrin blk	Calb biofilm kill
Cc1cc(OCC(=O)Nc2ccncc2)cc(C)c1Br	-4	7	6	0	12	11	99*	-5	4
CCOc1ccc(OCC)c(NC(=O)c2ccc(CNc3c(N4CCOCC4)c(=O)c3=O)cc2)c1	6	8	-5	0.7	-11	-10	26	8	0
CC(C)c1ccc(C2CC(=O)N3CN(C)CSC3=C2C#N)cc1 (stereo not drawn)	-9	-2	6	0.8	-2	1	22	-8	-4
c1ccc(CSc2nncn2-c2ccccn2)cc1	-9	11	7	0.8	-16	-2	19	1	4
FC(F)(F)c1cnc(Oc2ccccc2-c2nnc(-c3ccc(Cl)cc3)o2)c(Cl)c1	5	20	-8	0.2	-10	5	81*	4	-3
CCOc1ccc(N(CC(=O)OC)S(=O)(=O)c2c(C)noc2C)cc1	-10	3	8	0.8	-4	0	24	1	7
Brc1ccc(C2=CC(c3cccs3)n3ncnc3N2)cc1 (stereo not drawn)	-4	135*[fluorescence artefact?]	7	0.6	19	-123	42	6	4
Cc1c(NC(=O)C2CC=CCC2C(=O)O)c(=O)n(-c2ccccc2)n1C (stereo not drawn)	5	1	-7	1	-11	-33	2	-9	1
CCN1C(=O)/C(=C2/Sc3ccccc3N2CCCS(=O)(=O)O)SC1=S	0	4	-1	0.9	-2	-12	7	-6	3
CC(C)CNC(=O)NC(=O)COc1ncnc2sccc12	2	10	-5	0.9	-4	24	14	2	3
O=C(NCCc1ccccc1)c1noc2c1CCc1ccccc1-2	4	3	-6	0.7	1	14	26	-3	3
CCOc1cc(/C=N/n2cnnc2)cc(Br)c1O	-4	1	4	0.9	0	-13	15	0	5
Cc1cc(C)cc(N(C(=O)Cc2cccs2)C(C(=O)NC2CCCCC2)c2ccccn2)c1 (stereo not drawn)	0	3	5	0.9	-9	-15	12	4	nt
Cc1cc(C)cc(N2C(=O)N(c3ccccc3C)C3CS(=O)(=O)CC32)c1 (stereo not drawn)	0	10	-3	0.9	-19	-11	9	-3	5
CCCOc1ccc(N2CC(C(=O)Nc3ccc4c(c3)OCO4)CC2=O)cc1 (stereo not drawn)	4	-1	-6	nt	4	-7	nt	-3	4

Sorted by the number under PLK1 PBD inh (largest number first): some entries from above.
| SMILES | PLK1 PBD inh |
| --- | --- |
| CCOc1ccc(N(CC(=O)OC)S(=O)(=O)c2c(C)noc2C)cc1 | 0 |
| CCN1C(=O)/C(=C2/Sc3ccccc3N2CCCS(=O)(=O)O)SC1=S | -12 |
| CCOc1cc(/C=N/n2cnnc2)cc(Br)c1O | -13 |

Next part:
SMILES	LYP act	HIV Rev-RRE inh	PTPN22 inh 2	CYP2C9 act	PLK1 kinase inh	PLK1 PBD inh	CYP2C9 inh	EphB4 ephrin blk	Calb biofilm kill
Cc1ccc2cc(C#N)c(NCc3ccco3)nc2c1	11	10	-12	0.5	-6	15	45	5	6
CC(C)CCOc1ccc(C(=O)C[N+]2(C)CCOCC2)cc1	3	9	-2	0.9	-4	4	11	4	-2
CCCC/C(O)=C/c1nc2ccccc2[nH]c1=O	2	2	4	0.6	-1	9	38	-4	nt
O=C(CN(Cc1ccc(Cl)c(Cl)c1)S(=O)(=O)c1ccccc1)N/N=C\c1ccc2c(c1)OCO2	-7	6	3	0.4	26	-20	65*	-1	nt
O=C(Nc1cccc(F)c1)/C(=C\c1ccco1)NC(=O)c1cccs1	-3	9	8	0.9	-10	3	14	5	nt
Cn1nc(-c2ccc(N3CCOCC3)c(NC(=O)c3ccccc3)c2)c2ccccc2c1=O	7	10	-7	nt	11	-6	nt	2	1
Brc1ccc(-c2cnnc(N3CCCC3)n2)cc1	6	13	-6	0.6	0	-3	41	-4	-1
COc1ccc(NC(=O)C2CCCN(C)C2)cc1OCC(C)C (stereo not drawn)	8	0	-12	nt	-5	-21	nt	4	2
CC(=O)Nc1ccc(S(=O)(=O)N(C)CC(=O)Nc2ccccc2N2CCOCC2)cc1	-6	2	5	1.3	-3	26	-34	-3	10
CCCCn1c(NC(=O)C2CCCCC2)nc2ccccc21	-4	12	4	1.1	-1	-26	-12	4	3
COCCn1nnnc1CN1CCC(Cc2ccccc2)CC1	19	1	-15	nt	-9	-9	nt	-1	6
CCCCOC(=O)Cn1c(=O)oc2ccc(C)cc21	6	-1	-8	2.2*	-12	-14	-123	-1	0
COc1ccccc1N1CCN(c2cc(N3CCCC3)nc(C)n2)CC1	-5	4	7	nt	-15	-21	nt	2	nt
COC(=O)c1ccccc1NC(=O)c1ccc2c(c1)OCCO2	4	14	-5	1	-5	-12	1	3	-1
